TbPYK inhibitor: blocks Trypanosoma brucei pyruvate kinase. AID 624173. Potency, µM (titrated, usually from 76.8 µM), without a hit: at the highest dose activity, negative = inhibition, actives largely listed as inhibitors. Q57TT1. 0.12% of 410,000 active. TbPYK enzyme, Kinase-Glo Plus ATP luminescence, 45 min; also: potency is read from the fitted curve at half-maximal effect; % is scaled to controls: 0 for no effect and ±100 for the full control effect; nearly all actives have a fitted effect of over 50% in size
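Luminescence from Kinase-Glo Plus, added after a 45-minute room-temperature reaction, served as the end-point read-out. The enzyme and substrate were preincubated with compound before ADP (130 uM final) initiated turnover. Concentration-effect curves came from normalized qHTS data.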
Pf growth 48h: inhibits P. falciparum growth in the first generation, 48 h | AID 504832 | Potency, µM (top dose mostly 28.7 µM), for the others: at the highest dose activity change, negative = inhibition, actives largely listed as inhibitors | 5.9% of 310,000 active | P. falciparum luciferase growth in erythrocytes, 48 h; also: potency is read from the fitted curve at half-maximal effect; % is scaled to controls: 0 for no effect and ±100 for the full control effect
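Growth was read as firefly luciferase luminescence after a 48 h, 37 C, 5% CO2 exposure of compounds to reporter-bearing P. falciparum cultures (0.1% parasitemia, 2% hematocrit final) in Albumax-supplemented RPMI 1640.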
Shiga toxin inh: blocks Shiga toxin action in Vero cells | Vero cells, Shiga toxin protein synthesis inhibition reporter | inhibition, % at 38.7 µM | 9.2% of 290,000 active | AID 2315; in the data active = inhibition mostly above about 28%, no sharp cut-off; inactive = mostly below about 43%; also: 0% is about no effect
HCV inh: blocks hepatitis C virus. Huh7.5.1 HCVcc-Cre infection, luciferase reporter, 44 h. Potency, µM (doses to about 41.8 µM), without a hit: at the top dose activity change, negative = inhibition, usual class: inhibitors. 3.4% of 340,000 active; also: potency is read from the fitted curve at half-maximal effect; % is scaled to controls: 0 for no effect and ±100 for the full control effect
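Cells (1,000/well) were plated 4 h before compound, then infected with HCVcc-Cre virus (~0.5 moi). After 44 h further culture, infection was read as luciferase luminescence following a 15 min substrate incubation at room temperature.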
Cycloheximide cs: affects cycloheximide protein synthesis inhibition readout, counter-screen; AID 2314; max response, %; 12% of 300,000 active; cell reporter, cycloheximide protein synthesis inhibition counterscreen; in the data active = max response mostly above about 13%, no sharp cut-off; inactive = mostly below about 14%; also: read at 38.3 µM for the half of the compounds with a filed dose; 0% is about no effect
LmPK inh: inhibitors of Leishmania mexicana pyruvate kinase | Q27686 | purified LmPK, Kinase-Glo ATP luminescence, 1 h | Potency, µM (series often up to 57.5 µM), without a hit: at the top dose activity change, negative = inhibition, hits mostly inhibitors | 0.37% of 290,000 active | AID 1721; also: potency is read from the fitted curve at half-maximal effect; % is scaled to controls: 0 for no effect and ±100 for the full control effect
Target sequence (Q27686 whole entry, looked up): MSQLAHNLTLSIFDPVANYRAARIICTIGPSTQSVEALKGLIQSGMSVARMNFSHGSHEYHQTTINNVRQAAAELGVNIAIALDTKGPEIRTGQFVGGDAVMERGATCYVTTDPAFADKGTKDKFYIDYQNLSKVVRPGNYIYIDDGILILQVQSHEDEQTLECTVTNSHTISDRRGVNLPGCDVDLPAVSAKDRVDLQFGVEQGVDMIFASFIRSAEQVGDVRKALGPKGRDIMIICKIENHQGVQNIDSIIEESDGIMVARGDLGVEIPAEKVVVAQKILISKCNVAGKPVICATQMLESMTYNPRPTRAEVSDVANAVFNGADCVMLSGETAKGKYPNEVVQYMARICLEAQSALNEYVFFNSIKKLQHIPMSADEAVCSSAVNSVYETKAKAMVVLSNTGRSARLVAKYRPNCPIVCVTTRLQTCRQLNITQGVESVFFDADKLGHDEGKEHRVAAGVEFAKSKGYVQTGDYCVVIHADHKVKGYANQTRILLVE
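0.1 nM LmPK, 0.5 mM PEP, 0.1 mM ADP; 50 mM imidazole pH 7.2, 7 mM MgCl2, 50 mM KCl; 1 h RT. Kinase-Glo luminescence readout, normalized to no-enzyme (full inhibition) and uninhibited wells.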
Pf growth 96h: inhibits malaria parasite growth, 96 h; P. falciparum luciferase reporter growth, 96 h; Potency, µM (highest dose often 28.7 µM), without a hit: at the top dose activity change, negative = inhibition, hits mostly inhibitors; 6.9% of 320,000 active; AID 504834; also: potency is read from the fitted curve at half-maximal effect; % is scaled to controls: 0 for no effect and ±100 for the full control effect
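96 h incubation, 37 C, 5% CO2, of luciferase-reporter P. falciparum-infected RBCs (2% hematocrit, 0.05% parasitemia final) with test compounds; endpoint luminescence.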
* hit, by the source's call; & = joins results of further samples; [ ] = dose if it differs, or a comment. Unless noted, calls follow the shape of the dose curve; as a rule, active = well fitted curve in the direction sought with a large enough effect; inconclusive = small, poorly fitted or top-dose-only effect, or another doubt; inactive = no such curve, though single readings can be large; an effect the other way counts as inactive or inconclusive.

How did S=c1nc(-c2ccccc2)[nH]n1-c1ccccc1 do in these assays?
TbPYK inhibitor: inconclusive; Pf growth 48h: 36.1%[activator]; Shiga toxin inh: -1.7; HCV inh: -16.3%; Cycloheximide cs: 10.9; LmPK inh: inconclusive; Pf growth 96h: inconclusive

What do the screens show for `COCCN(C)C(=O)CC1C(=O)NCCN1CC(c1ccccc1)c1ccccc1` (stereo unspecified)?
TbPYK inhibitor: 2.0%; Pf growth 48h: -4.4%; Shiga toxin inh: -3.7; HCV inh: 5.2%; Cycloheximide cs: 0.7; LmPK inh: 1.4%; Pf growth 96h: inconclusive

What do the screens show for `CCOC(=O)N1CCN(S(=O)(=O)c2ccc(OCC)cc2)CC1`?
TbPYK inhibitor: 3.2%; Shiga toxin inh: -8.9; HCV inh: inconclusive; Cycloheximide cs: -3.9; LmPK inh: 0.4%; Pf growth 96h: -3.0%

How did Cn1c(=O)[nH]c(=O)c2c1nc(Br)n2CCSc1ncccn1 do in these assays?
TbPYK inhibitor: 1.7%; Pf growth 48h: inconclusive; Shiga toxin inh: -1.5; HCV inh: 0.6%; Cycloheximide cs: -1.8; LmPK inh: 7.4%; Pf growth 96h: inconclusive

Results for NC(=S)N=Nc1c(O)n(C2OC(=O)c3ccccc32)c2ccccc12 (stereo unspecified) ?
TbPYK inhibitor: -4.7%; Pf growth 48h: 38.5%[activator]; Shiga toxin inh: -6.8; HCV inh: 0.2%; Cycloheximide cs: -1.3; LmPK inh: 7.5%; Pf growth 96h: 18.9%

What do the screens show for `CC1=C(C(=O)Nc2ccccn2)C(c2ccc(Cl)cc2)NC(=S)N1` (stereo unspecified)?
TbPYK inhibitor: 3.0%; Pf growth 48h: 122.3%[activator]; Shiga toxin inh: 71.6*; HCV inh: 2.4%; Cycloheximide cs: 46.0*; LmPK inh: 5.8%; Pf growth 96h: -12.8%

What do the screens show for `O=C(COC(=O)c1ccc(S(=O)(=O)N2CCOCC2)cc1)NCc1cccs1`?
TbPYK inhibitor: -5.4%; Pf growth 48h: 13.3%; Shiga toxin inh: -7.5; HCV inh: 13.5%; Cycloheximide cs: -3.9; LmPK inh: -0.6%; Pf growth 96h: -14.5%

What do the screens show for `CN1C(=O)[C@H](Cc2ccc([N+](=O)[O-])cc2)NC1=S`?
TbPYK inhibitor: 12.6%; Pf growth 48h: 15.2%; Shiga toxin inh: -7.6; HCV inh: 1.1%; Cycloheximide cs: -1.7; LmPK inh: -0.3%; Pf growth 96h: 10.2%

How did COc1cc(S(=O)(=O)NCCN2CCOCC2)ccc1-n1cnnn1 do in these assays?
TbPYK inhibitor: 5.0%; Pf growth 48h: 13.2%; Shiga toxin inh: 46.9; HCV inh: 1.4%; Cycloheximide cs: 1.2; LmPK inh: -9.8%; Pf growth 96h: 53.0%[activator]

Results for O=C1[C@@H]2[C@H](C(=O)N1Cc1cccnc1)[C@H]1C=C[C@@H]2C1 ?
TbPYK inhibitor: -4.8%; Pf growth 48h: 6.3%; Shiga toxin inh: -17.4; HCV inh: 23.5%; Cycloheximide cs: -0.5; LmPK inh: -2.7%

Results for CC(O)Cn1c(=O)c2c(nc(Br)n2Cc2ccccc2)n(C)c1=O (stereo unspecified) ?
TbPYK inhibitor: -16.2%; Pf growth 48h: -14.1%; Shiga toxin inh: 1.7; HCV inh: 7.9%; Cycloheximide cs: -3.4; LmPK inh: -2.7%; Pf growth 96h: inconclusive

Results for CC(C)(OC(=O)c1cccs1)c1cc2ccccc2c(=O)o1 ?
TbPYK inhibitor: 2.1%; Pf growth 48h: 16.9%; HCV inh: -1.5%; Pf growth 96h: inconclusive

How did Cc1cccc(Nc2nc(N)c([N+](=O)[O-])c(N3CCOCC3)n2)c1 do in these assays?
TbPYK inhibitor: 0.7%; Pf growth 48h: inconclusive; Shiga toxin inh: 17.0; HCV inh: -11.7%; Cycloheximide cs: -3.1; LmPK inh: -6.3%; Pf growth 96h: inconclusive

Results for Cc1cc2cc(CNC(=O)C3CC3)ccc2n1C ?
TbPYK inhibitor: -1.5%; Pf growth 48h: -7.3%; Shiga toxin inh: -2.4; HCV inh: 6.9%; Cycloheximide cs: 6.9; LmPK inh: -0.8%

What do the screens show for `CCOC(=O)c1sc(/S(C)=N\S(=O)(=O)c2cccc(Cl)c2)c2c1CCC=C2` (stereo unspecified)?
TbPYK inhibitor: -12.2%; Pf growth 48h: inconclusive; Shiga toxin inh: -9.9; HCV inh: -17.7%; Cycloheximide cs: 1.1; LmPK inh: -1.2%; Pf growth 96h: inconclusive

What do the screens show for `COC(=O)[C@H](Cc1ccccc1)NC(=O)Nc1ccc(OC)cc1`?
TbPYK inhibitor: -13.9%; Pf growth 48h: -8.2%; Shiga toxin inh: -7.4; HCV inh: 5.0%; Cycloheximide cs: -5.5; LmPK inh: -0.2%; Pf growth 96h: 26.2%

How did Cc1cc2oc(C(=O)N(Cc3cccs3)C3CCS(=O)(=O)C3)cc(=O)c2cc1Cl (stereo unspecified) do in these assays?
TbPYK inhibitor: 0.9%; Pf growth 48h: inconclusive; Shiga toxin inh: 27.8; HCV inh: 15.6%; Cycloheximide cs: 5.4; LmPK inh: -0.5%; Pf growth 96h: inconclusive

What do the screens show for `O=C(/C=C/c1ccccc1[N+](=O)[O-])N1CCCCC1`?
TbPYK inhibitor: -13.7%; Pf growth 48h: 35.8%[activator]; Shiga toxin inh: 65.6*; HCV inh: -0.4%; Cycloheximide cs: 20.2; LmPK inh: 1.9%[11.5 µM]; Pf growth 96h: 12.4%[5.75 µM]

How did COC(=O)c1cc(OC)c(OC)cc1NC(=O)CSc1ccccc1 do in these assays?
TbPYK inhibitor: -4.9%; Pf growth 48h: inconclusive; Shiga toxin inh: 9.9; HCV inh: inconclusive; Cycloheximide cs: -3.8; LmPK inh: 2.3%; Pf growth 96h: inconclusive

Results for CCOC(=O)c1c(C)n(C)c2ccc(O)c(CN(CC)CC)c12 ?
TbPYK inhibitor: 1.0%; Shiga toxin inh: -5.7; HCV inh: 5.4%; Cycloheximide cs: -2.0; LmPK inh: -1.3%; Pf growth 96h: 56.5%[activator]

What do the screens show for `O=C(Nc1ccccc1F)c1ccc(-n2cncn2)nc1`?
TbPYK inhibitor: 6.0%; Pf growth 48h: inconclusive; Shiga toxin inh: -17.4; HCV inh: 1.2%; Cycloheximide cs: -2.8; LmPK inh: -1.6%; Pf growth 96h: 74.8%[activator]

Results for Cc1ccc(S(=O)(=O)N(CC(=O)NCCSc2ccccn2)c2ccc(C)c(C)c2)cc1 ?
TbPYK inhibitor: 2.9%; Pf growth 48h: inconclusive; Shiga toxin inh: -14.9; HCV inh: inconclusive; Cycloheximide cs: -4.4; LmPK inh: -0.1%; Pf growth 96h: -2.7%

What do the screens show for `Cc1ccccc1NC(=O)C(C)c1ccc(-c2ccccc2)c(F)c1` (stereo unspecified)?
TbPYK inhibitor: -6.1%; Pf growth 48h: inconclusive; Shiga toxin inh: -25.8; HCV inh: inconclusive; Cycloheximide cs: -5.4; LmPK inh: -6.7%

Results for CCOC(=O)c1nn(C)c(C)c1Cl ?
TbPYK inhibitor: 0.8%; Pf growth 48h: -8.8%; Shiga toxin inh: 2.1; HCV inh: -0.1%; Cycloheximide cs: 1.5; LmPK inh: -2.4%; Pf growth 96h: 1.3%

What do the screens show for `C/C(=C\C(=O)c1ccc(Br)cc1)Nc1ccc(Cl)cc1`?
TbPYK inhibitor: -1.6%; Pf growth 48h: 64.4%[activator]; Shiga toxin inh: 36.2*; HCV inh: -3.8%; Cycloheximide cs: 19.6; LmPK inh: 3.9%; Pf growth 96h: 57.7%[activator]

What do the screens show for `CSCC[C@H](NC(=O)N1CCn2c1nc1ccccc12)C(=O)NC1CCCCC1`?
TbPYK inhibitor: 1.4%; Pf growth 48h: -18.4%; Shiga toxin inh: 21.5; HCV inh: 4.6%; Cycloheximide cs: 19.4; LmPK inh: 7.9%; Pf growth 96h: -11.6%

How did Cc1ccc(C(=O)NCC(=O)OCC(=O)Nc2cc(C)c(C)cc2[N+](=O)[O-])cc1 do in these assays?
TbPYK inhibitor: 1.9%; Pf growth 48h: 39.7%[activator]; Shiga toxin inh: 8.0; HCV inh: 5.4%; Cycloheximide cs: 5.5; LmPK inh: -3.6%; Pf growth 96h: 10.0%

Results for COc1ccc(-c2nc(SCC(=O)N3CCCC3)n[nH]2)cc1 ?
TbPYK inhibitor: 0.1%; Pf growth 48h: 5.2%; Shiga toxin inh: 38.5; HCV inh: 2.9%; Cycloheximide cs: -1.2; LmPK inh: -1.1%; Pf growth 96h: 50.7%[activator]

What do the screens show for `CN(C)CCCNCCCNC(=O)c1ccco1`?
TbPYK inhibitor: 0.7%&-2.6%; Pf growth 48h: 4.5%; Shiga toxin inh: -4.6; HCV inh: 21.5%&11.8%; Cycloheximide cs: -8.1; LmPK inh: -3.0%; Pf growth 96h: 10.5%

How did O=C(COc1cccc2cccnc12)NNC(=O)Nc1ccccc1 do in these assays?
TbPYK inhibitor: -1.4%; Pf growth 48h: 20.2%; Shiga toxin inh: 21.2; HCV inh: 34.0%[activator]; Cycloheximide cs: -1.9; LmPK inh: -1.3%; Pf growth 96h: 36.2%[activator]

Of the compounds above, these contain a Cl atom.
What do the screens show for `CC1=C(C(=O)Nc2ccccn2)C(c2ccc(Cl)cc2)NC(=S)N1` (stereo unspecified)?
TbPYK inhibitor: 3.0%; Pf growth 48h: 122.3%[activator]; Shiga toxin inh: 71.6*; HCV inh: 2.4%; Cycloheximide cs: 46.0*; LmPK inh: 5.8%; Pf growth 96h: -12.8%

What do the screens show for `CCOC(=O)c1sc(/S(C)=N\S(=O)(=O)c2cccc(Cl)c2)c2c1CCC=C2` (stereo unspecified)?
TbPYK inhibitor: -12.2%; Pf growth 48h: inconclusive; Shiga toxin inh: -9.9; HCV inh: -17.7%; Cycloheximide cs: 1.1; LmPK inh: -1.2%; Pf growth 96h: inconclusive

How did Cc1cc2oc(C(=O)N(Cc3cccs3)C3CCS(=O)(=O)C3)cc(=O)c2cc1Cl (stereo unspecified) do in these assays?
TbPYK inhibitor: 0.9%; Pf growth 48h: inconclusive; Shiga toxin inh: 27.8; HCV inh: 15.6%; Cycloheximide cs: 5.4; LmPK inh: -0.5%; Pf growth 96h: inconclusive

Results for CCOC(=O)c1nn(C)c(C)c1Cl ?
TbPYK inhibitor: 0.8%; Pf growth 48h: -8.8%; Shiga toxin inh: 2.1; HCV inh: -0.1%; Cycloheximide cs: 1.5; LmPK inh: -2.4%; Pf growth 96h: 1.3%

What do the screens show for `C/C(=C\C(=O)c1ccc(Br)cc1)Nc1ccc(Cl)cc1`?
TbPYK inhibitor: -1.6%; Pf growth 48h: 64.4%[activator]; Shiga toxin inh: 36.2*; HCV inh: -3.8%; Cycloheximide cs: 19.6; LmPK inh: 3.9%; Pf growth 96h: 57.7%[activator]

Bioassay records (PubChem)

Not a hit list, and some 24% of all compounds hit somewhere here.
